# EBI2 block: EBI2 receptor antagonists, beta-arrestin recruitment, primary screen, cell-based, luminescence, 7a,25-OHC stimulation, uHTS; inhibition, % at 5 µM; G-protein coupled receptor 183 (Homo sapiens), P32249; 360,000 compounds, 0.81% hits; 7a,25-OHC stimulated; in the data active = inhibition above about 38%;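 note: enzyme fragment complementation signal reports receptor beta-arrestin coupling in cells; 0% = agonist plus DMSO wells and 100% = wells without agonist; some results beyond the cut were filed as inactive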
# UPR XBP1 act: activators of adaptive XBP1 UPR arm, primary screen, cell-based, CHO-XBP1 luciferase reporter, luminescence, uHTS | AID 463104, 2010 | IRE1-XBP1 UPR activation; percent of tunicamycin response, DMSO as zero | 330,000 compounds, 0.33% hits | activation, % at 20 µM;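 active = versus positive control, 20 µM dose yields 30% or more activation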;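 note: 100% = tunicamycin at 10 µg/mL and 0% = DMSO only wells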
#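 Material: CHO cell line with stable XBP1 luciferase reporter; buffer or medium: F12 medium containing 10% fetal bovine serum; compound: single point, 20 µM final compound, 1% DMSO; incubation: 6 h treatment, 37 °C; measured by: glow luminescence from Steady-Glo reagent; evaluation: activation, % of tunicamycin; control set: tunicamycin high, DMSO low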
# Gli-Sufu block: Gli-Sufu pathway antagonists, primary screen, luciferase luminescence, Sufu-KO-LIGHT cells, uHTS; Sufu-KO-LIGHT fibroblasts, Gli luciferase reporter luminescence; AID 588413, 2011; 340,000 compounds, 0.74% hits; inhibition, % at 5 µM;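 active = inhibition above about 55%, limit read from the data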;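 note: 0% = DMSO-treated cells and 100% = wells with medium but no cells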
# Mdm2-MdmX inh: inhibitors of human Mdm2-MdmX association, primary screen, cell-based, luminescence, split luciferase, SaOS-2, uHTS; SaOS-2 split-luciferase Mdm2/MdmX complementation; inhibition, % at 8 µM; 330,000 compounds, 3% hits; AID 485346, 2010;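 active = inhibition of at least 50% at 8 µM in the primary screen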
# Jurkat NFkB inh: inhibitors of induced NF-kB luciferase reporter, primary screen, TCR NF-kB activation inhibitor project, cell-based, luminescence, uHTS; AID 435003, 2010; 330,000 compounds, 0.53% hits; inhibition, % at 4 µM; Jurkat, PMA/ionomycin-induced NF-kB luciferase reporter; in the data active = inhibition above about 50%
# CXCR6 block: CXCR6 receptor inhibitors, primary screen, cell-based, beta-arrestin, luminescence, CHO-K1 PathHunter, 1536-well; inhibition, % at 20 µM; C-X-C chemokine receptor type 6 (Homo sapiens), O00574; 360,000 compounds, 0.36% hits; in the data active = inhibition above about 34%, passing the limit was not always enough;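 note: antagonist mode with CXCL16 agonist at 10 nM final; 0% = 10 nM CXCL16 with DMSO and 100% = unstimulated wells without agonist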
# Target sequence (O00574 whole entry, looked up): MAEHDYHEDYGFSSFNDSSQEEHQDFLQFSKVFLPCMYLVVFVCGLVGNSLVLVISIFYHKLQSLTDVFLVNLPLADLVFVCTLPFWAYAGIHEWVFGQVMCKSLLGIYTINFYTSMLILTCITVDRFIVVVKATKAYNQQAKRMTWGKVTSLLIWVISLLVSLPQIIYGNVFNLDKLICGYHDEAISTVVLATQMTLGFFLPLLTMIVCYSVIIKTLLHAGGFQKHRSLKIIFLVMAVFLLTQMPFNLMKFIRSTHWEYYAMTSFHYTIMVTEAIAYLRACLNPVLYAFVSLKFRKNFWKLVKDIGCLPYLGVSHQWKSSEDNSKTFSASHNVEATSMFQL
# 697 NFkB inh: inhibitors of PMA/ionomycin-induced NF-kB reporter, 697 cells, primary screen, B-cell NF-kB inhibitor project, cell-based, luminescence, uHTS | 697 B-cell NF-kB luciferase reporter, 16 h | inhibition, % at 4 µM | 330,000 compounds, 0.33% hits; in the data active = inhibition above about 35%
# CCR6 antag: CCR6 receptor antagonists, primary screen, cell-based, CHO-K1, luminescence, beta-arrestin, uHTS; 340,000 compounds, 0.49% hits; C-C chemokine receptor type 6 (Homo sapiens), P51684; AID 493098, 2011; inhibition, % at 20 µM; CHO-K1 CCR6 PathHunter beta-arrestin, CCL20-stimulated;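 active = compounds whose inhibition of the agonist-driven luminescence signal at 20 µM reaches about 50%, limit read from the data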;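 note: cells stimulated with CCL20 at 14 nM final; plate controls were DMSO with CCL20 for no effect and DMSO without agonist for full effect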
# Target sequence (P51684 whole entry, looked up): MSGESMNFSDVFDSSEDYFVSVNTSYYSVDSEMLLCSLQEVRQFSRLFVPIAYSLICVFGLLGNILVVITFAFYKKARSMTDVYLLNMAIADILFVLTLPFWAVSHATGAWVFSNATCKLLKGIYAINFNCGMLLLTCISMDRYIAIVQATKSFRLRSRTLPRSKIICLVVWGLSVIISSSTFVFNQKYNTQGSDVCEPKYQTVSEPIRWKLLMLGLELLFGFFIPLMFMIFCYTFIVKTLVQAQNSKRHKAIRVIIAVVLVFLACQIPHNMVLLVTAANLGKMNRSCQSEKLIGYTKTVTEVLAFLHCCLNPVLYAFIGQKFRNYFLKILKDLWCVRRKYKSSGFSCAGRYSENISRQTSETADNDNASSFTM
# UPR CHOP act: activators of apoptotic CHOP UPR arm, primary screen, cell-based, CHO-CHOP luciferase reporter, luminescence, uHTS | UPR activation; percent of tunicamycin response over DMSO baseline | 330,000 compounds, 0.34% hits | activation, % at 10 µM | AID 449763, 2010;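 active = at 10 µM dose, activation of 40% or more, normalized to positive control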;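 note: 100% = tunicamycin at 10 µg/mL and 0% = DMSO alone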
#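 Test system: CHO-CHOP cells, stable luciferase reporter of PERK-eIF2a-CHOP signalling | Quantity: 500 CHO-CHOP cells per well | Buffer or medium: F12 plus 10% serum | Compound dosing: 10 µM single point, 0.5% DMSO | Schedule: 6 h compound treatment, 37 °C | Signal: Luciferase luminescence | Control set: Tunicamycin high control, DMSO low control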
# The depositor's hits bear a star; nt = no result given.
SMILES,EBI2 block,UPR XBP1 act,Gli-Sufu block,Mdm2-MdmX inh,Jurkat NFkB inh,CXCR6 block,697 NFkB inh,CCR6 antag,UPR CHOP act
O=C(OC(C(=O)NCC1CCCO1)c1ccccc1F)c1ccco1 (stereo unspecified),-4,-2,7,-5,-10,7,-15,4,-1.2
N#Cc1c(-c2ccccc2)nc(SCC(=O)Nc2ccc(OC(F)(F)Cl)cc2)[nH]c1=O,0,-1,-6,7,-23,-6,17,16,0.0
O=C(NCc1ccc(Cl)cc1)c1ncn[nH]1,1,-2,-5,3,-12,-6,-1,2,5.7
CC(C)NC(=O)c1cc(=O)n(C)c(=O)n1C,0,-2,-2,28,0,-7,9,3,-1.2
Nc1nc(SCC(=O)Nc2ccc(Cl)cn2)n[nH]1,-5,4,0,12,3,4,20,7,-0.4
CCOC(=O)c1sc(=S)n(-c2ccccc2Cl)c1C,1,2,-4,8,15,4,13,21,-0.8
O=C(N/C=C\c1ccccc1)NCc1ccc(Cl)cc1Cl,-5,1,-1,14,-2,2,16,-10,0.0
Cc1ccc(C(=O)NCCCn2ccnc2)cc1[N+](=O)[O-],-8,-1,11,30,1,6,10,8,1.4
Cc1ccc(C)c(Nc2nc3ccccc3[nH]2)c1,-9,nt,1,nt,nt,-3,nt,-9,nt
Cc1ccc(C2C3=C(CC(C)(C)CC3=O)Nc3[nH]c(=S)[nH]c(=O)c32)cc1 (stereo unspecified),1,0,3,4,-13,4,-5,-3,-1.8
COc1ccccc1CC(=O)Nc1ccc2nc(C)sc2c1,3,1,-14,-22,-6,1,-27,2,5.2
CC(C)(C)NC(=O)NC(=O)COC(=O)COc1ccc(Cl)cc1Cl,6,1,-1,4,-3,-6,3,0,-0.9
Cc1ccc(OC(=O)c2cc(=O)c3ccccc3o2)cc1,-5,2,2,-15,3,-4,7,17,0.1
O=C(/C=C/Nc1cccc(F)c1)c1ccco1,-9,2,-68,-115,-116,-1,-120,2,6.2
O=C(Nc1cccc(Cl)c1)Nc1ccc2nccnc2c1,3,7,-64,-12,-35,-20,-47,0,4.9
Cc1cc(C)n(C(=O)c2nn(C)c(C)c2[N+](=O)[O-])n1,-9,0,8,12,4,-8,12,11,-1.7
O=C(COC(=O)CNC(=O)C1CCCCC1)Nc1ccc2c(c1)OCCO2,-3,-2,-1,-8,0,-3,5,1,1.5
Cn1cc(CN2CCc3c([nH]c4ccccc34)C2C(C)(C)C)cn1 (stereo unspecified),-9,-3,4,-19,10,-8,14,-4,-0.9
CCOC(=O)C(=O)N(CC)C1CCS(=O)(=O)C1 (stereo unspecified),-8,1,0,19,9,-2,-9,-5,0.1
Cc1cc(OCC(=O)Nc2ccc(N3CCN(C(=O)c4ccco4)CC3)cc2)cc(C)c1Cl,37,-5,13,24,14,5,-40,-14,-4.0
COC(=O)[C@H](Cc1ccccc1)NC(=O)c1ccc2ccccc2n1,2,2,-5,16,-6,6,-2,0,4.2
CCCC(=O)Nc1sc2c(c1C#N)CCCCC2,9,7,-8,-57,-63,5,-64,-18,3.6
O=C(O)c1ccccc1/C=N/Nc1ccc(S(=O)(=O)N2CCCC2)cc1[N+](=O)[O-],-6,0,19,15,9,-4,23,24,1.4
CC1CC(c2ccccc2)NS(=O)(=O)O1 (stereo unspecified),-3,2,4,34,-1,-4,10,0,2.4
O=C(Nc1ccnn1C1CCN(Cc2cccc(F)c2F)CC1)C1CCCC1,-3,-6,15,25,4,6,-6,21,2.6

# Compound profiles, from the list above. Order of screens: EBI2 block, UPR XBP1 act, Gli-Sufu block, Mdm2-MdmX inh, Jurkat NFkB inh, CXCR6 block, 697 NFkB inh, CCR6 antag, UPR CHOP act
# Cc1cc(OCC(=O)Nc2ccc(N3CCN(C(=O)c4ccco4)CC3)cc2)cc(C)c1Cl across the screens: 37, -5, 13, 24, 14, 5, -40, -14, -4.0
# Cn1cc(CN2CCc3c([nH]c4ccccc34)C2C(C)(C)C)cn1 (stereo unspecified) across the screens: -9, -3, 4, -19, 10, -8, 14, -4, -0.9
# Cc1ccc(C)c(Nc2nc3ccccc3[nH]2)c1 across the screens: -9, nt, 1, nt, nt, -3, nt, -9, nt
# CCOC(=O)c1sc(=S)n(-c2ccccc2Cl)c1C across the screens: 1, 2, -4, 8, 15, 4, 13, 21, -0.8

# Next structures follow.
SMILES,EBI2 block,UPR XBP1 act,Gli-Sufu block,Mdm2-MdmX inh,Jurkat NFkB inh,CXCR6 block,697 NFkB inh,CCR6 antag,UPR CHOP act
CCOc1ccc(-n2c(SCc3ccc(C(=O)OC)o3)nc3c(c2=O)SCC3)cc1,28,0,2,-8,-2,22,3,25,21
CC1CC1C(=O)OCC(=O)Nc1cccc(Br)c1 (stereo unspecified),1,0,0,17,7,-5,18,8,0.3
COC(=O)C1(C)Cc2cc(OC(C)=O)c(OC(C)=O)cc2N1 (stereo unspecified),nt,7,nt,0,1,nt,-16,nt,7.0
CC(=O)Nc1ccc2c(O)cc(S(=O)(=O)O)cc2c1,-12,nt,-4,nt,nt,-7,nt,-20,nt
CCOC(=O)C1=C(COC(=O)/C=C/c2ccco2)NC(=O)NC1C (stereo unspecified),-6,3,-10,-12,7,-1,14,5,1.6
CC(Nc1nc(-c2ccccc2F)nc2ccccc12)c1ccccc1 (stereo unspecified),-14,1,13,26,7,6,10,8,0.1
CCN1CCN(C(=O)C2c3cc(OC)c(OC)cc3C(=O)N(C)C2c2ccc(SC)cc2)CC1 (stereo unspecified),-3,0,7,33,20,-7,7,-3,-1.0
C[C@H](CO)N1C[C@H](C)[C@@H](CN(C)C(=O)Nc2ccc(F)cc2)Oc2ccc(NS(C)(=O)=O)cc2C1=O,3,-2,-8,-20,8,2,5,4,0.8
CS(=O)(=O)N(CC(=O)Nc1ccccc1C(=O)NCc1ccco1)c1ccc2c(c1)OCCO2,-12,-3,1,25,1,-10,8,11,-1.9
COc1cc(OC)cc(C(=O)NCC(=O)NCC(c2ccco2)N2CCCCC2)c1 (stereo unspecified),-4,0,0,7,-2,5,20,14,-0.5
COc1ccc(/C=N/NC(=O)C2C(=O)NCC2c2ccccc2)c(OC)c1 (stereo unspecified),-3,-2,-13,14,-20,1,6,2,-2.2
COc1ccc(C(=O)NCCc2nc3cc([N+](=O)[O-])ccc3n2C)cc1,8,-1,5,-3,-4,5,5,-6,-0.8
COc1ccc(CCN(Cc2nc(-c3ccccc3)no2)Cc2nc(-c3ccccc3)no2)cc1OC,26,-2,-3,10,-12,-2,-26,2,-2.3
Nc1nonc1C(=O)N/N=C\c1cc2c(cc1Cl)OCO2,-10,-4,6,10,1,-11,1,-33,1.8
O=C(CSc1ccc([N+](=O)[O-])cn1)Nc1ccc2[nH]c(=O)[nH]c2c1,-5,1,-3,-10,-3,-8,5,1,0.3
COc1ccc(S(=O)(=O)N2CCOC2CNC(=O)C(=O)NCCCN2CCOCC2)cc1OC (stereo unspecified),1,-3,0,5,2,-9,24,1,0.1
O=C1c2ccccc2C(=O)N1SC1CCCCC1,-9,-7,2,7,4,-5,9,29,-4.8
Cc1cc(C)cc(NC(=S)/C(=C(\[O-])c2ccc(Cl)s2)[n+]2cccc(C)c2)c1,-4,-4,3,6,16,-1,-1,12,-0.2
CCOC(=O)c1ccc(-n2c(C)nc3ccccc3c2=O)cc1,10,2,5,7,3,-6,-1,5,0.5
Cc1c(C(=O)O)sc2nc3n(c(=O)c12)CCC3,1,2,-1,1,6,-1,10,1,0.0
O=C(COC(=O)c1cccc(OC(F)F)c1)NC(=O)NC1CCCCC1,1,0,-4,15,-12,-7,17,19,-1.0
CCCS(=O)(=O)c1nc(S(=O)(=O)c2ccc(C)cc2)c(N2CCC3(CC2)OCCO3)s1,9,-4,3,1,12,2,-16,12,0.1
CCNC(=O)/C(=C/c1cccc([N+](=O)[O-])c1)NC(=O)c1ccc(C)cc1,8,-2,-9,-1,-17,-3,-12,1,-0.8
CC(Nc1nc2ncn(Cc3ccccc3)c2c(=O)[nH]1)C(=O)O (stereo unspecified),-3,-3,-13,4,9,10,18,-6,-0.8
O=C(COC(=O)/C=C/c1ccc([N+](=O)[O-])cc1)NNC(=O)c1ccccc1,-2,-1,-6,13,5,-12,11,-18,0.9
COc1ccc(N=c2oc3cc(O)ccc3cc2C(=O)NCC2CCCO2)c(OC)c1 (stereo unspecified),16,14,8,20,9,12,21,36,1.6
CC(=O)c1cccc(S(=O)(=O)N2CCC(c3nc4ccccc4[nH]3)CC2)c1,-8,1,6,0,-7,-5,14,-6,0.4
Cn1c(CSCc2ccc(F)cc2)nnc1SCC(=O)N1CCN(c2ccccc2)CC1,-3,-2,4,4,-16,3,-42,25,-5.2
COC(=O)c1ccc2c(c1O)C(=O)c1ccccc1C2=O,-26,3,-36,5,3,0,11,16,8.6
Cc1noc(C)c1CN(C(=S)NC1CC2CCC1C2)c1ccccc1 (stereo unspecified),-7,-2,10,27,11,2,-3,23,-2.7

# Laid out differently: four of the compounds above.
SMILES: CC(=O)Nc1ccc2c(O)cc(S(=O)(=O)O)cc2c1
  EBI2 block: -12
  UPR XBP1 act: nt
  Gli-Sufu block: -4
  Mdm2-MdmX inh: nt
  Jurkat NFkB inh: nt
  CXCR6 block: -7
  697 NFkB inh: nt
  CCR6 antag: -20
  UPR CHOP act: nt
SMILES: CCOC(=O)C1=C(COC(=O)/C=C/c2ccco2)NC(=O)NC1C (stereo unspecified)
  EBI2 block: -6
  UPR XBP1 act: 3
  Gli-Sufu block: -10
  Mdm2-MdmX inh: -12
  Jurkat NFkB inh: 7
  CXCR6 block: -1
  697 NFkB inh: 14
  CCR6 antag: 5
  UPR CHOP act: 1.6
SMILES: CC(Nc1nc(-c2ccccc2F)nc2ccccc12)c1ccccc1 (stereo unspecified)
  EBI2 block: -14
  UPR XBP1 act: 1
  Gli-Sufu block: 13
  Mdm2-MdmX inh: 26
  Jurkat NFkB inh: 7
  CXCR6 block: 6
  697 NFkB inh: 10
  CCR6 antag: 8
  UPR CHOP act: 0.1
SMILES: CCN1CCN(C(=O)C2c3cc(OC)c(OC)cc3C(=O)N(C)C2c2ccc(SC)cc2)CC1 (stereo unspecified)
  EBI2 block: -3
  UPR XBP1 act: 0
  Gli-Sufu block: 7
  Mdm2-MdmX inh: 33
  Jurkat NFkB inh: 20
  CXCR6 block: -7
  697 NFkB inh: 7
  CCR6 antag: -3
  UPR CHOP act: -1.0

# Screens deposited in PubChem by Sanford-Burnham Center for Chemical Genomics.
